mIAP inh = inhibitors of mouse IAP, primary screen, biochemical, luminescence, uHTS; purified mouse IAP, CDP-Star luminescence, 30 min; inhibition, % at 10 µM; actives 0.2% (n = 330,000);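 active = inhibition of at least 40% at 10 µM in the primary screen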;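 also: plate controls were DMSO with enzyme for no effect and no enzyme wells for full effect; values of inactives mirror those of a sister screen read the other way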
SENP1 FRET inh = human SENP1 catalytic domain inhibitors, primary screen, biochemical, FRET, uHTS | Sentrin-specific protease 1 (Homo sapiens), Q9P0U3 | recombinant SENP1 catalytic domain, CyPet-SUMO1-YPet FRET cleavage | inhibition, % at 10 µM | actives 0.21% (n = 360,000);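 active = inhibition at least 30% at 10 µM, raw YFP signal under a set limit, fluorescence ratio 0.5 to 1.5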;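 also: 0% = enzyme with DMSO and 100% = no enzyme wells; some results filed as inactive read as strong as hits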
Target sequence (Q9P0U3 419-644 limits assumed): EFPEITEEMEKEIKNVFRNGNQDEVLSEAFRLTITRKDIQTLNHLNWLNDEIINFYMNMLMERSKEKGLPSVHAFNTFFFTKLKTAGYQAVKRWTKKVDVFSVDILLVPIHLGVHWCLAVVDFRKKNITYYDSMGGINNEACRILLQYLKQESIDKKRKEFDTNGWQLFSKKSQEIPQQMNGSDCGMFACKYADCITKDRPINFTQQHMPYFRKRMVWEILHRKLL
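system = hSENP1 catalytic domain, recombinant | reagent = SFCypet-SUMO1-SFYpet substrate at 25 nM | doses = one dose per compound, 10 µM, 0.5% DMSO | incubation = enzyme reaction for 50 min at room temperature, dark | measured by = FRET, CFP and YFP emission | controls = no-enzyme low, enzyme-DMSO high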
A3A deaminase = APOBEC3A ssDNA deaminase inhibitors, primary screen, selectivity assay for APOBEC3G inhibitor project, biochemical, FAM/TAMRA oligo cleavage fluorescence | recombinant A3A, FAM/TAMRA ssDNA deamination fluorescence | actives 0.41% (n = 330,000) | AID 493011, 2011 | inhibition, % at 20 µM | DNA dC->dU-editing enzyme APOBEC-3A (Homo sapiens), P31941;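 active = at least 40% inhibition at 20 µM here, with at most 30% in a related deaminase screen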;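 also: plate controls were A3A with DMSO for no effect and wells lacking A3A enzyme for full effect; some results filed as inactive read as strong as hits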
Target sequence (P31941 whole entry, looked up): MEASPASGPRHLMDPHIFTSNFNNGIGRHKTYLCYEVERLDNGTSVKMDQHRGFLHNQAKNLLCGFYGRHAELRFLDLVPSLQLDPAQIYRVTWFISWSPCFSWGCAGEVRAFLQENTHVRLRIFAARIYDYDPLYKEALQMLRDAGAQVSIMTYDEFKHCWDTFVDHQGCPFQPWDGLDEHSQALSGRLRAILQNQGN
A3G deaminase = APOBEC3G DNA deaminase inhibitors, primary screen, biochemical, fluorescence, single-stranded DNA substrate, uHTS. recombinant A3G, ssDNA deamination FAM/TAMRA fluorescence. AID 493012, 2011. actives 0.28% (n = 330,000). inhibition, % at 20 µM. DNA dC->dU-editing enzyme APOBEC-3G (Homo sapiens), Q9HC16;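 active = inhibition of at least 40% at 20 µM, with no more than 30% in the related APOBEC3A deaminase screen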;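 also: plate controls were DMSO wells with A3G for no effect and wells lacking A3G enzyme for full effect; some compounds called inactive have numbers as strong as hits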
Target sequence (Q9HC16 whole entry, looked up): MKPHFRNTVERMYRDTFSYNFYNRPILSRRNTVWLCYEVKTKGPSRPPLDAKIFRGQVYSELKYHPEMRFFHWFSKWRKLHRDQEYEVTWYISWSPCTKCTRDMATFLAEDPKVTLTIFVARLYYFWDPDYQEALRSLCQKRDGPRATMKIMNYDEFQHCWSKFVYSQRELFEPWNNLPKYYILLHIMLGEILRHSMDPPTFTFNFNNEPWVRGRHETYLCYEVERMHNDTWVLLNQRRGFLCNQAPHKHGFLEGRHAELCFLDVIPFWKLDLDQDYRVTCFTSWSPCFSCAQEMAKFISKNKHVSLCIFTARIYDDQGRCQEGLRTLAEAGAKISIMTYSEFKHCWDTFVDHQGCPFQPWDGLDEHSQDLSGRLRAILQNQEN
hIAP block = human IAP inhibitors, primary screen, biochemical, luminescence, uHTS | purified IAP, CDP-Star luminescence, 30 min | actives 0.12% (n = 330,000) | AID 2544, 2010 | inhibition, % at 10 µM;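 active = inhibition reaching a set limit with compound at 10 µM in the primary screen, cut at about 35% in these data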;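 also: plate controls were DMSO wells with enzyme for no effect and no-enzyme buffer wells for full effect; values of inactives mirror those of a sister screen read the other way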
mIAP act = activators of mouse IAP, primary screen, biochemical, luminescence, uHTS | intestinal alkaline phosphatase [Mus musculus] | muIAP, CDP-Star luminescence, 30 min; stronger effect = higher value; 1 = vehicle-only enzyme signal, 0 = enzyme-free wells | activation factor at 10 µM | actives 0.24% (n = 330,000);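 active = activation factor of at least 2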; also: the source names both 10 and 20 µM as test concentration; values of inactives mirror those of a sister screen read the other way
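Assay system: mouse IAP enzyme / Compound: DMSO-dissolved test compounds / Timing: 30 min, room temperature / Measured by: luminescence from enzymatic CDP-Star hydrolysis / Control set: DMSO-only wells, enzyme-free buffer wells as negative control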
MIN6 prolif = inducers of MIN6 beta-cell proliferation, primary screen, ATP luminescence, uHTS; MIN6 cells proliferation, ATPlite luminescence, 48 h; cells starved in 0.2% serum; 100% = growth in 10% serum; proliferation, % at 10 µM; actives 0.29% (n = 330,000);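 active = compounds whose signal lies at least 3.5 SD above the mean of all wells on their plate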;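 also: 0% = DMSO-treated cells in low-serum medium and 100% = 10% serum control; some compounds called inactive have numbers as strong as hits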
NLRP3 yeast inh = NALP3 inflammasome inhibitors in reconstituted yeast, primary screen, luminescence, uHTS. Yeast reconstituted NLRP3/ASC/caspase-1, beta-gal luminescence, 24 h. inhibition, % at 10 µM. actives 0.39% (n = 330,000). AID 2825, 2010;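 active = inhibition of 50% or more; inactive = inhibition below 50%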;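 also: plate controls were induced DMSO wells for no effect and uninduced yeast grown without galactose for full effect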
hIAP activ = human IAP activators, primary screen, biochemical, luminescence, uHTS | Intestinal-type alkaline phosphatase (Homo sapiens), P09923 | purified human IAP, CDP-Star luminescence, 30 min; stronger effect = higher value; 1 = vehicle-only enzyme, 0 = enzyme-free background | activation factor at 10 µM | actives 0.16% (n = 330,000) | AID 2524, 2010;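 active = activation factor of the enzyme at least 2-fold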; also: the source names both 10 and 20 µM as test concentration; values of inactives mirror those of a sister screen read the other way
* marks the source's active call; other numbers are inactive results. Some of the compounds tested; count on the stated rates, not on these rows.

SMILES	mIAP inh	SENP1 FRET inh	A3A deaminase	A3G deaminase	hIAP block	mIAP act	MIN6 prolif	NLRP3 yeast inh	hIAP activ
Cc1ncc([N+](=O)[O-])n1CC(=O)Nc1ccc(F)c(F)c1	4	2	-2	-5	11	0.96	-1	-8	0.89
CC1CCCC(C)N1C(=O)COC(=O)c1cc(Br)ccc1Cl (stereo not given)	-11	1	-1	-9	-10	1.1	2	16	1.1
COc1cccc(-c2nnn(CC(=O)NC3CCCC3)n2)c1OC	-11	0	1	1	-6	1.1	-2	5	1.1
CCOc1ccc(Br)cc1C(=O)N/N=C/c1cccc(C)n1	6	0	-4	-7	-9	0.94	-3	19	1.1
CCCn1c(SCC(=O)Nc2ccc3c(c2)OCO3)nc2c1c(=O)n(C)c(=O)n2C	-9	2	1	-1	-2	1.1	2	11	1
CC(C)(C)NC(=O)NC(=O)COc1ccc(Br)cc1Br	-3	2	3	0	8	1	-4	20	0.93
C[C@]12C(=O)N(c3cccc(Cl)c3)C(=O)N1[C@H]1c3ccccc3OC[C@@H]1[C@H]2c1ccccc1	0	-3	1	-8	5	1	-7	2	0.95
COc1ccc(CCNC(=O)c2cccc(S(=O)(=O)N3CCc4ccccc4C3)c2)cc1	12	-1	3	-2	10	0.88	-4	3	0.9
CCCNC(=O)NS(=O)(=O)c1ccc(Cl)cc1	4	3	1	2	-7	0.95	1	17	1.1
COc1ccc(/C=C2\SC(=O)N(CCC(=O)N3CCCCC3)C2=O)cc1OC	-1	0	-5	10	-23	1	2	10	1.2
COc1ccc(CC(=O)Nc2cccc(S(=O)(=O)N3CCCCC3)c2)cc1	-34	1	-2	-7	-3	1.3	1	24	1
CCN(C(=S)NC(=O)c1ccco1)c1cccc2ccccc12	21	-6	-6	5	14	0.79	-2	24	0.86
O=C(Cc1ccc(F)cc1)NC1CCCC1	2	1	-7	-9	-1	0.97	-1	-17	1
CCn1cc(C(=O)NCc2ccc3c(c2)OCO3)c(=O)c2cc(F)c(N3CCN(C(=O)c4ccco4)CC3)cc21	4	0	-2	-2	26	0.96	-2	21	0.74
Cc1ccccc1N1CCN(CCCOc2ccc3c(C)cc(=O)oc3c2)CC1	16	0	3	-7	10	0.83	-5	23	0.9
Cc1cc(C)c(NC(=O)COC(=O)c2ccc([N+](=O)[O-])s2)c(C)c1	5	0	-1	-8	0	0.95	-3	-4	1
N/C(=N\OC(=O)COc1ccc(Br)cc1Cl)c1cccnc1	-3	3	-1	-4	1	1	-2	29	0.99
COc1ccc(OC)c(Nc2cc(C)nc3nc(C)nn23)c1	0	3	-2	-11	-9	1	2	-3	1.1
O=C(COc1cccc(F)c1)NNC(=O)Cc1ccc(S(=O)(=O)N2CCOCC2)s1	-10	-1	-5	-9	-33	1.1	0	-3	1.3
COc1cccc(NC(=O)CN2C(=O)COc3ccc(S(=O)(=O)N4CCCCCC4)cc32)c1	-1	0	-1	-4	3	1	-6	2	0.97
COc1cc2c(cc1OC)C(C1C(=O)CC(C)(C)CC1=O)N(C(=O)CCl)CC2 (stereo not given)	9	-5	2	1	13	0.91	-3	4	0.87
Cc1cccc(OCCOCCN2CCNCC2)c1C	-2	2	-2	-2	17	1	3	14	0.83
OC1(c2cccs2)CN(c2ccccc2)C2=[N+]1CCCC2 (stereo not given)	-10	-1	-2	-8	-9	1.1	-4	-7	1.1
CCn1cc(C(=O)NCCc2ccc(Cl)cc2)c(=O)c2ccc(C)nc21	4	-1	-2	-7	-9	0.96	0	18	1.1
NC(=O)c1ccc(NC(=O)CSc2nnc(C3CCCCC3)n2N)cc1	0	3	0	-2	-12	1	-1	8	1.1
COc1cc2c(cc1OC)C(C)N(S(=O)(=O)c1ccc(Cl)nc1)CC2 (stereo not given)	-4	-2	1	8	6	1	-2	6	0.94
Cc1ccc(NC(=S)N2CCN(S(=O)(=O)c3ccccc3)CC2)cc1	-7	7	-5	-3	-2	1.1	-1	11	1
C=CCSC1=C(C#N)C(c2cccc(OC)c2)CC(=O)N1 (stereo not given)	-2	1	-5	-2	-5	1	-2	3	1.1
Cc1c(C)n(CCc2ccccc2)c2ncnc(NCCCO)c12	-4	2	1	0	-9	1	-5	13	1.1
O=C(Nc1ccc2nc(-c3ccco3)c(-c3ccco3)nc2c1)NC1CC1	35	-21	101	92	-23	0.65	-1	7	1.2

Just MIN6 prolif and mIAP act (2 entries from above):
Molecule	MIN6 prolif	mIAP act
C=CCSC1=C(C#N)C(c2cccc(OC)c2)CC(=O)N1 (stereo not given)	-2	1
Cc1c(C)n(CCc2ccccc2)c2ncnc(NCCCO)c12	-5	1

More structures
SMILES	mIAP inh	SENP1 FRET inh	A3A deaminase	A3G deaminase	hIAP block	mIAP act	MIN6 prolif	NLRP3 yeast inh	hIAP activ
O=C1/C(=C/c2ccc(O)cc2)SC(=S)N1CC1CCCO1 (stereo not given)	31	46	-5	1	38*	0.69	-3	38	0.62
O=C(CCCN1C(=O)C2C3C=CC(C3)C2C1=O)N1CCN(c2ccccc2)CC1 (stereo not given)	4	1	-3	-4	-35	0.96	2	-2	1.3
COc1ccc(CC(=O)NC(c2ccccc2)c2ccc(C)cc2)c(OC)c1 (stereo not given)	-11	-2	1	-7	-5	1.1	-4	20	1
O=C(NCc1cccnc1)C(=O)NCC1OCCCN1S(=O)(=O)c1ccc(F)cc1 (stereo not given)	4	4	-5	-6	12	0.96	2	2	0.88
CC(=O)Nc1ccc(NC(=O)Nc2ccc3c(c2)N(C)C(=O)CS3)cc1	-36	2	-3	-5	6	1.4	-3	2	0.94
CCc1cc2c(=O)c(-c3nc4ccccc4n3C)c(C)oc2c(CN2CCOCC2)c1O	0	-3	0	3	5	1	-2	4	0.95
Cn1c(NCCO)nc2c1c(=O)n(Cc1cccc(Cl)c1)c(=O)n2C	-1	2	0	3	-19	1	-3	11	1.2
O=C(Nn1cnnc1)c1cc([N+](=O)[O-])cc([N+](=O)[O-])c1	-2	2	-2	-6	2	1	1	-3	0.98
c1cncc(CNc2ncnc3sccc23)c1	-6	-39	-3	-8	-19	1.1	-1	4	1.2
CCCNC(=O)c1ccc2snnc2c1	-5	-1	-4	-7	-11	1.1	0	11	1.1
Cc1ccc(SCn2nnc3ccccc3c2=O)c(C)c1	5	2	-3	-5	9	0.95	-1	49	0.91
CCOc1cc(/C=C/c2cc(C(=O)O)c3ccccc3n2)ccc1O	3	-18	-3	-5	-21	0.97	-2	-8	1.2
C=CCN(C(=O)CCC(=O)Nc1cc(C)on1)C(C(=O)NC1CCCC1)c1ccc(OC)cc1OC (stereo not given)	-3	2	0	-5	-14	1	-6	-6	1.1
O=C(CSc1ccccc1F)Nc1ccc2c(c1)OCO2	-8	1	1	-1	-10	1.1	-1	29	1.1
COc1ccccc1C(=O)NNC(=O)c1ccccc1F	4	-1	-4	-9	-2	0.96	-3	9	1

Sorted by heavy-atom count (rising): part of the list above
SMILES	mIAP inh	SENP1 FRET inh	A3A deaminase	A3G deaminase	hIAP block	mIAP act	MIN6 prolif	NLRP3 yeast inh	hIAP activ
CCCNC(=O)c1ccc2snnc2c1	-5	-1	-4	-7	-11	1.1	0	11	1.1
c1cncc(CNc2ncnc3sccc23)c1	-6	-39	-3	-8	-19	1.1	-1	4	1.2
O=C(Nn1cnnc1)c1cc([N+](=O)[O-])cc([N+](=O)[O-])c1	-2	2	-2	-6	2	1	1	-3	0.98
COc1ccccc1C(=O)NNC(=O)c1ccccc1F	4	-1	-4	-9	-2	0.96	-3	9	1
Cn1c(NCCO)nc2c1c(=O)n(Cc1cccc(Cl)c1)c(=O)n2C	-1	2	0	3	-19	1	-3	11	1.2
CC(=O)Nc1ccc(NC(=O)Nc2ccc3c(c2)N(C)C(=O)CS3)cc1	-36	2	-3	-5	6	1.4	-3	2	0.94
O=C(Nc1ccc2nc(-c3ccco3)c(-c3ccco3)nc2c1)NC1CC1	35	-21	101	92	-23	0.65	-1	7	1.2
COc1ccc(CC(=O)NC(c2ccccc2)c2ccc(C)cc2)c(OC)c1 (stereo not given)	-11	-2	1	-7	-5	1.1	-4	20	1
O=C(CCCN1C(=O)C2C3C=CC(C3)C2C1=O)N1CCN(c2ccccc2)CC1 (stereo not given)	4	1	-3	-4	-35	0.96	2	-2	1.3
O=C(NCc1cccnc1)C(=O)NCC1OCCCN1S(=O)(=O)c1ccc(F)cc1 (stereo not given)	4	4	-5	-6	12	0.96	2	2	0.88
CCc1cc2c(=O)c(-c3nc4ccccc4n3C)c(C)oc2c(CN2CCOCC2)c1O	0	-3	0	3	5	1	-2	4	0.95
C=CCN(C(=O)CCC(=O)Nc1cc(C)on1)C(C(=O)NC1CCCC1)c1ccc(OC)cc1OC (stereo not given)	-3	2	0	-5	-14	1	-6	-6	1.1

Carrying on:
SMILES	mIAP inh	SENP1 FRET inh	A3A deaminase	A3G deaminase	hIAP block	mIAP act	MIN6 prolif	NLRP3 yeast inh	hIAP activ
O=C(CSc1ccccc1Cl)N1CCOCC1	1	1	-2	-5	4	0.99	0	0	0.96
O=C(NS(=O)(=O)c1ccccc1)c1ccccc1O	-6	1	-3	-9	9	1.1	-3	15	0.91
COc1cccc(NC(=O)c2cc([N+](=O)[O-])ccc2NCc2cccnc2)c1	6	-1	1	-5	13	0.94	0	25	0.87
Cc1cc([N+](=O)[O-])nn1CC(=O)NCCCn1ccnc1	5	0	5	0	0	0.95	-2	9	1
NCCCCCc1nnc(SCC(=O)c2ccc(Cl)cc2)o1	-4	-1	-5	-4	1	1	0	21	0.99
COc1cc(/C=C/C(=O)NCc2cccnc2)cc(OC)c1OC	-1	2	0	-4	5	1	0	-14	0.95
COc1cc(C(=O)Nc2ccc3c(c2)OCCO3)ccc1OC(C)C	0	0	-6	-10	-9	1	-3	6	1.1
O=C(COc1cc2oc(=O)cc(-c3ccccc3)c2cc1Cl)NCC1CCC(C(=O)O)CC1 (stereo not given)	2	0	-4	-7	14	0.97	-1	-6	0.86
CCOC(=O)C1=C(COC(=O)c2ccc([N+](=O)[O-])o2)NC(=O)NC1C (stereo not given)	0	-2	5	-3	-3	1	8	18	1
Cc1cc(NS(=O)(=O)c2ccc(NC(=O)c3cnc(Cl)c(Cl)c3)cc2)nc(C)n1	3	0	-1	-7	-2	0.97	-5	18	1
CCCCNC(=O)Nc1c(C(=O)OCC)[nH]c2ccccc12	3	4	-1	-3	-7	0.97	0	7	1.1

Screening data from PubChem.
